# Screens as filed in PubChem.
# ATXN2 expr inh – ATXN2 expression inhibition; Potency, µM (top dose mostly 57 µM), for the others: top-dose activity change, negative = inhibition, actives largely listed as inhibitors; HEK-293 ATXN2-luciferase reporter, luminescence, 24 h; 0.72% of 360,000 active; also: % is scaled to controls: 0 for no effect and ±100 for the full control effect; nearly all actives have a fitted effect of over 55% in size
#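 qHTS (up to 57 uM final) was run with 24 h compound exposure of reporter cells at 37 °C. Each well was multiplexed: SteadyGlo luminescence measured ATXN2-luciferase expression after a fluorogenic Gly-Phe-AFC viability readout (25 uM final).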
# MCF10A rereplic – inducers of DNA re-replication in MCF 10A breast cells; MCF 10A DNA re-replication, Hoechst nuclear intensity, 48 h; Potency, µM (highest dose often 46.1 µM), for the others: at the top dose activity, positive = re-replication, actives largely listed as activators; AID 624296; 2.9% of 350,000 active; also: % of control where 0% means no effect; nearly all actives have a fitted effect of over 50% in size
# Nrf2 ARE act – Nrf2 pathway activation | AREc32 ARE-luciferase reporter (MCF7-derived line), luminescence, 24 h | Potency, µM (titrated, usually from 46.1 µM), without a hit: top-dose activation, hits mostly activators | 0.31% of 410,000 active; also: % of control where 0% means no effect; nearly all actives have a fitted effect of over 65% in size
#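 For detection, Steady-Glo was added and plates sat 30 min at RT; before that, AREc32_Fluc cells grown overnight in OPTI-MEM/5% FBS had been treated with 23 nL compound for 24 hr at 37 deg C.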
# EPAC2 antagonist – antagonists of human EPAC2; EPAC2 GEF exchange of Rap1B-BODIPY-GDP, fluorescence; Q8WZA2; Potency, µM (series often up to 114 µM), inactives show at the highest dose activity, negative = inhibition, usual class: inhibitors; 0.18% of 360,000 active; also: % is scaled to controls: 0 for no effect and ±100 for the full control effect; nearly all actives have a fitted effect of over 45% in size; many of its hits are not listed in these tables
# Target sequence (Q8WZA2 whole entry, looked up): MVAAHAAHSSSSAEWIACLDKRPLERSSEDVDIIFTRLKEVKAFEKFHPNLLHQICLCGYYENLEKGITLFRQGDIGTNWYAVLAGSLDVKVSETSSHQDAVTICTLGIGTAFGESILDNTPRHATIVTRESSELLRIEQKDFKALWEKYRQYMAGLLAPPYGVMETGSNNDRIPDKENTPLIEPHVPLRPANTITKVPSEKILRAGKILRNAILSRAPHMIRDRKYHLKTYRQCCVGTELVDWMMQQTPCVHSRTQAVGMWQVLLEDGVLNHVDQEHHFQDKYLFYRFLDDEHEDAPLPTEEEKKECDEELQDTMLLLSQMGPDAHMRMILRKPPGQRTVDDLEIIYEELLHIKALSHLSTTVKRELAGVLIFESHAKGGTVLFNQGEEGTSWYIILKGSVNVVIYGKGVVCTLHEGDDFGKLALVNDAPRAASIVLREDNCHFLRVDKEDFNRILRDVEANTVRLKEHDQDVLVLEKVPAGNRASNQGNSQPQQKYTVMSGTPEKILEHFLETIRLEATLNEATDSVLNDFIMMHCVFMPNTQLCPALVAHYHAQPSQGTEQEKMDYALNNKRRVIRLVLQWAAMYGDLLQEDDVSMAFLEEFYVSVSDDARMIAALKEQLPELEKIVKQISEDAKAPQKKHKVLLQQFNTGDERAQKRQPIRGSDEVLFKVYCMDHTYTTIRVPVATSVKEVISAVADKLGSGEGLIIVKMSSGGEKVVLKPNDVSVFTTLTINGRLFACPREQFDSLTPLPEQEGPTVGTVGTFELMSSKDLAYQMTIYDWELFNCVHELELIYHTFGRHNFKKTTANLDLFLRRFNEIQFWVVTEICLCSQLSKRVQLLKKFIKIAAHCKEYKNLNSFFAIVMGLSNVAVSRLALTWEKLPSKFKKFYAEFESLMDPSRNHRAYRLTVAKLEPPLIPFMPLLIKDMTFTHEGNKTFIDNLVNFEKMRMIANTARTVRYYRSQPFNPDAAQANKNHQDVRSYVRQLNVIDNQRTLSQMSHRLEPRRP
# TGFb inhibitor – inhibitors of TGF-b signaling | HepG2 CAGA-GFP TGF-b/SMAD3 reporter, GFP fluorescence, 18 h; TGF-beta stimulated, 500 pg/mL final | AID 588855 | Potency, µM (doses to about 46.1 µM), without a hit: at the highest dose activity, negative = inhibition, actives largely listed as inhibitors | 1.2% of 410,000 active; also: % is scaled to controls: 0 for no effect and ±100 for the full control effect; nearly all actives have a fitted effect of over 65% in size
#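 Inhibition was scored as loss of TGF-beta-induced (500 pg/mL final, 18 hours, 37 degrees C) GFP in HEPG2 cells carrying a CAGA-GFP reporter, in DMEM with 1% FBS. Well GFP was summed per cell; Activity was normalised to unstimulated and stimulated DMSO wells, then concentration-response fitting.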
# A549 viability – counter-screen for Nrf2 inhibitors: cytotoxicity in A549 cells. A549 ARE-Fluc cells, CellTiter-Fluor viability, 18-24 h. 0.16% of 390,000 active. Potency, µM (series often up to 46 µM), without a hit: at the top dose activity change, negative = cytotoxicity, hits mostly inhibitors; also: % is scaled to controls: 0 for no effect and ±100 for the full control effect
#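 Cytotoxicity counterscreen: CellTiter-Fluor fluorescence was measured in A549 ARE_Fluc cells after 18-24 h of compound exposure in a concentration series. The subsequent BugLite luminescent read reports ARE-luciferase activity.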
# S2 tox – reduces viability in counter-screen for ATXN expression inhibitors | S2 cells (HEK-293 line with an ATXN2-luciferase reporter) viability, CellTiter-Fluor protease fluorescence, 24 h | Potency, µM (doses to about 56.7 µM), actives largely listed as cytotoxic | 0.49% of 400,000 active; also: nearly all actives have a fitted effect of over 40% in size
# Nrf2 inh – inhibitors of Nrf2 signaling; A549 ARE-Fluc reporter, luciferase luminescence, 18-24 h; Potency, µM (top dose mostly 46 µM), for inactives: top-dose activity change, negative = inhibition, usual class: inhibitors; 2.1% of 360,000 active; AID 504444; also: % is scaled to controls: 0 for no effect and ±100 for the full control effect; nearly all actives have a fitted effect of over 60% in size
#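 In this cell-based qHTS, ARE-driven firefly luciferase in A549 cells reports Nrf2 activity; the luminescent signal after BugLite lysis is the measured value, with a prior CellTiter-Fluor read for cell health.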
# HepG2 tox – HepG2 cytotoxicity, counter-screen for TGF-b inhibitors | HepG2 CAGA-GFP viability, ATP luminescence, 18 h | Potency, µM (series often up to 46.1 µM), for inactives: top-dose activity change, negative = cytotoxicity, actives largely listed as cytotoxic | 0.76% of 410,000 active | AID 588856; also: some results filed as inactive show a strong effect at the top dose
#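 HepG2 CAGA-GFP cells (1000/well, DMEM with 1% FBS) received compound, then TGF-beta at 500 pg/mL final, and were incubated 18 hours at 37 degrees C. Viability was read by CellTiter-Glo luminescence. Media-only wells were set as complete cell-killing and DMSO as no toxicity.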
# Active calls of the source: *; i = inactive; ? = inconclusive; / = no result given; [ ] = remark or other dose. Calls follow the shape of the dose curve; as a rule, active = well fitted curve in the direction sought with a large enough effect; inconclusive = small, poorly fitted or top-dose-only effect, or another doubt; inactive = no such curve, though single readings can be large; an effect the other way counts as inactive or inconclusive. Potency is read from the fitted curve at half-maximal effect. Only part of the results is shown (hit frequency here may not be typical).
# Under each structure: MCF10A rereplic, ATXN2 expr inh, TGFb inhibitor, Nrf2 inh, A549 viability, HepG2 tox, S2 tox, Nrf2 ARE act, EPAC2 antagonist
> COn1c(-c2ccc(Cl)cc2Cl)nc2ncccc21
 : -6.3%, -15.1%[11.3 µM], ?, -20.2%, 3.3%, -2.9%, i, 2.4%, ?
> O=C(OCc1ccc(O)cc1)c1c(-c2ccsc2)oc2ccc(N3CCOCC3)cc12
 : 20.6µM*, -36.0%, ?, ?, -1.7%, -17.8%, /, -0.5%, -3.0%
> N=c1c2c3c(sc2nc2n1CCCCC2)CCCCC3
 : ?, 38.3%, -3.8%, ?, 1.5%, -22.2%, i, 6.9%, 5.2%
> c1ccc(CC2CCN(Cc3ccccn3)CC2)cc1
 : 18.2%, -19.2%, ?, ?, 0.0%, -2.8%, i, -1.1%, 0.8%
> O=C(NC1CCCC1)c1ccc(Br)o1
 : 0.2%, -8.6%, -9.5%, 1.5%, 4.7%, 2.3%, i, -0.5%, 21.3%
> Cc1ccc2nc(N3CCN(c4ccccc4)CC3)c(C=O)c(=O)n2c1
 : -11.8%, 0.3%, 12.8%, -6.6%, 0.7%, 0.8%, i, 0.3%, 15.5%
> Cc1cc(S(=O)(=O)Nc2c(C)nn(C)c2C)c(Cl)cc1Cl
 : -11.4%, -8.8%, 14.9%, ?, -2.8%, 24.1%, ?, 0.5%, -18.0%
> C[C@H](NC(=O)c1ccco1)C(=O)Nc1nnc(SCc2ccccc2)s1
 : ?, 10.3%, 6.0%, ?, -1.4%, 2.6%, i, -0.1%, 0.8%
> CCOC(=O)c1cnc2c(C(F)(F)F)cccc2c1Nc1cccc(C(=O)OC)c1
 : /, -16.7%, 5.8%, ?, 0.0%, -11.6%, i, -0.3%, /
> COc1ccc(S(=O)(=O)n2nc(OC(C)=O)cc2N(C(C)=O)C(C)=O)cc1
 : 29.8%, 2.1%, 1.5%, -17.7%, -1.5%, 2.5%, i, 0.3%, -16.0%
> CC(Cc1ccccc1)NC(=O)C1CCCNC1=O (configuration not stated)
 : -13.0%, 2.5%, 5.5%, 0.0%, 7.3%, 5.5%, i, -0.4%, -0.7%
> COC(=O)c1ccc(CN2C(=O)NC3(CCCc4ccccc43)C2=O)o1 (configuration not stated)
 : -0.9%, -1.1%, 5.7%, 8.6%, -4.0%, 2.0%, i, -0.9%, 0.4%
> C=C(C)c1cc2c(ccc3ccc(=O)oc32)o1
 : ?, 16.6%, 17.6%, 11.8%, 0.4%, -0.8%, i, 5.9%, -11.5%
> COc1ccc(NC(=O)c2ccc(NC(=O)c3cccs3)cc2)cc1
 : 10.0%, ?, -1.8%, 2.5%, 0.6%, -16.9%, ?, 2.2%, -18.8%
> CCn1c(CNC(=O)c2ccco2)nnc1SCC(=O)Nc1cccc(F)c1
 : -1.1%, -3.3%, 8.2%, 5.1%, 1.3%, 6.8%, i, -0.6%, 3.0%
> Cc1ccc(-n2c(=O)cc(N3CCN(C(=O)c4ccco4)CC3)[nH]c2=O)cc1
 : 2.4%, -6.8%, 2.7%, 7.6%, -5.7%, 1.9%, i, -0.9%, 1.3%
> CC1CCCCN1C(=O)COC(=O)c1cc(Cl)c2c(c1)OCO2 (configuration not stated)
 : -2.1%, 46.3%[activator], -30.5%, ?, 1.5%, 12.2%, i, -0.2%, -4.2%
> COc1cc(NC(=O)Cn2c(=O)n(Cc3ccccc3Cl)c(=O)c3cc(OC)c(OC)cc32)cc(OC)c1
 : /, -12.6%, 6.1%, 8.0%, 0.6%, -14.9%, i, -1.4%, /
> CCN(CC)S(=O)(=O)c1ccc(Cl)c(C(=O)NC2CCN(Cc3ccccc3)CC2)c1
 : -1.1%, -2.4%, ?, -14.7%, -1.5%, -3.1%, i, 0.2%, -6.0%
> CC(=O)Nc1cccc(NC(=O)c2cccc(-c3ccc(O)cc3)c2)c1
 : -3.3%, -6.8%, -12.2%, ?, 3.6%, -21.4%, i, 8.1%, 2.1%
> Nc1ncnc2c1ncn2C1OC(CO)C(O)C1O (configuration not stated)
 : -1.7%, /, -14.4%, 8.8%, 0.8%, -9.1%, i, -0.1%, -9.7%
> O=S(=O)(c1cccc(Br)c1)N1CCN(CCc2ccccc2)CC1
 : ?, -28.5%, -27.2%, -27.7%, 0.9%, -1.7%, i, 3.5%, 9.7%
> O=C(Nc1cc2c(cc1Br)OCCO2)c1cccs1
 : -3.9%, 40.6%[activator], 5.5%, ?, -9.2%, 1.1%, ?, 12.6µM*, 10.3%
> N#C/C(C(=O)NCc1ccco1)=C1/SC=C(c2ccccc2)N1c1ccccc1
 : ?, -10.4%, -13.9%, -9.3%, -2.4%, -2.6%, i, 1.8%[9.22 µM], 8.7%
> Cc1ccc(C(=O)NNC(=O)Cn2ccc(C(F)(F)F)n2)o1
 : -2.4%, -11.7%, -0.8%, -3.1%, 3.9%, 10.6%, i, -0.4%, 5.4%
> CCCCc1c(O)nc(SCC(=O)N2CCCCCC2)[nH]c1=O
 : -7.7%, ?, 1.5%, 7.3%, 3.9%, -5.6%, ?, 0.4%, -2.4%
> CCCN(CCC)C(=O)Cn1nnc2sc(-c3ccccc3)cc2c1=O
 : /, 14.0%, -11.7%, 3.8%, -0.1%, 4.1%, i, ?, /
> CN(c1ncnc(N)c1[N+](=O)[O-])C1CCS(=O)(=O)C1 (configuration not stated)
 : 0.0%, /, -5.8%, -27.8%, 2.5%, 10.3%, ?, 0.0%, 8.2%
> CN1CCN(c2ccc(CNC[C@H]3O[C@@H](n4cnc5c(=O)[nH]c(N)nc54)[C@H](O)[C@@H]3O)c(F)c2)CC1
 : /, -14.1%, -4.5%, /, /, 0.0%, i, -0.7%, -9.6%
> N#CC1=C(N)OC2=C(C(=O)CCC2)C1C1CC=CCC1 (configuration not stated)
 : ?, 0.2%, -0.2%, 16.0%, 9.7%, 1.4%, i, 2.8%, 11.2%
> CCCn1nnc(NC(=O)COc2ccc(C3CCCCC3)cc2)n1
 : -5.5%, -1.9%, -8.5%, -12.4%, -3.4%, -35.4%, i, 0.0%, -14.4%
> Cc1c(NC(=O)C(C)OC(=O)CC2CC3CCC2C3)c(=O)n(-c2ccccc2)n1C (configuration not stated)
 : 0.4%, 2.4%, 17.7%, -10.1%, -4.6%, -8.0%, i, 0.2%, 0.5%
> O=C(NCc1ccccc1)c1cccc(N2CCCS2(=O)=O)c1
 : /, 10.2%, -1.6%, ?, 16.4%, -19.3%, i, 0.6%, /
> O=C(NCC1CCCO1)c1cc(-c2ccncc2)nc2ccccc12 (configuration not stated)
 : 0.6%, 1.3%, -15.3%, -6.2%, -0.7%, -7.2%, i, 0.2%, -1.1%
> COc1ccccc1Cc1nc2ccccc2[nH]c1=O
 : /, 8.9%, 3.7%, -9.2%[9.27 µM], 0.1%, -5.5%, i, 4.6%, /
> CCOC(=O)[C@H]1[C@H]2COc3ccc(OC)cc3[C@@H]2N2C(=O)CN(Cc3ccc(OC)cc3)C(=O)[C@@]12C
 : 3.4%, 7.3%, 6.2%, 17.6%, -6.9%, 1.3%, i, -0.6%, -11.0%
> COc1ccccc1CNC(=O)COc1ccccc1C
 : 9.7%, -17.2%, -11.7%, 9.6%, 0.1%, -15.4%, i, -0.6%, -18.4%
> O=C(O)COCC(=O)Nc1ccccc1-c1ccccc1
 : 0.4%, -16.9%, 3.0%, 10.0%, 2.6%, 3.5%, i, -0.8%, 19.3%
> CC(OC(=O)CCC(=O)c1ccc(Cl)s1)C(=O)NC1(C#N)CCCCC1 (configuration not stated)
 : 0.3%, 12.9%, -8.8%, -3.8%, 14.1%, -3.1%, i, 0.3%, 3.6%
> Oc1ccc2ccccc2c1C=NCc1ccccc1
 : ?, -28.3%, -28.7%, 17.8%, -0.2%, -17.8%, i, -0.9%, -4.5%
> Cc1ccccc1NC(=O)C1C2CCC(O2)C1C(=O)O (configuration not stated)
 : 0.3%, 1.9%, -2.2%, 10.4%, -10.5%, -18.3%, i, 0.1%, 6.2%
> CSc1nnc(C(C)(C)C)c(=O)n1/N=C/c1ccc(Cl)cc1
 : 17.2%, -3.3%, -4.0%, 6.2%, 8.6%, 8.0%, i, 6.3%, 17.7%
> CNC(=O)CCCCCNS(=O)(=O)c1ccc(C)cc1
 : -27.2%, 4.3%, -6.6%, 15.7%, 6.4%, -0.7%, i, 0.2%, 1.5%
> CCc1cc(C(=O)N(CC(C)C)c2c(N)n(Cc3ccccc3)c(=O)[nH]c2=O)sc1C
 : -8.2%, -17.8%, -13.5%, -10.0%, -5.2%, -3.9%, i, 0.4%, 6.9%
> COc1ccc(NC(=O)N(C)C[C@H]2OCCCC[C@H](C)Oc3ccc(NS(=O)(=O)c4cn(C)cn4)cc3C(=O)N([C@H](C)CO)C[C@@H]2C)cc1
 : /, 10.5%, 5.0%, /, /, 0.9%, i, -0.6%, -10.8%
> CCc1nnc(NC(=O)CSc2nnc(-c3ccc(O)cc3)n2C)s1
 : -0.1%, -20.3%, 0.4%, -0.5%, -5.8%, 3.6%, i, 0.1%, -5.6%
> CCOC(=O)N/N=C(/C)c1cccc(-n2cnnn2)c1
 : -48.7%[inhibitor], -11.0%, 19.9%, -26.8%, 5.5%, 7.9%, i, -0.1%, 3.6%
> CC1CCc2onc(C(=O)N3CCN(c4cccc(Cl)c4)CC3)c2C1 (configuration not stated)
 : /, /, -2.6%, ?, -0.9%, 0.3%, /, 0.2%, /
> CN1C(=S)N(c2ccccc2)C(=O)/C1=C/c1cccs1
 : -0.9%, -16.4%, -13.8%, -6.5%, 0.9%, 10.5%, i, -0.4%, 5.2%
> CN1CCN(C(=O)CCc2ncc(C(F)(F)F)cc2Cl)CC1
 : -8.7%, -7.1%, 4.1%, 13.1%, -0.6%, -6.4%, i, 0.5%, 8.5%

# A different layout for 3 compounds above.
mol	MCF10A rereplic	ATXN2 expr inh	TGFb inhibitor	Nrf2 inh	A549 viability	HepG2 tox	S2 tox	Nrf2 ARE act	EPAC2 antagonist
CCc1nnc(NC(=O)CSc2nnc(-c3ccc(O)cc3)n2C)s1	-0.1%	-20.3%	0.4%	-0.5%	-5.8%	3.6%	i	0.1%	-5.6%
CCOC(=O)N/N=C(/C)c1cccc(-n2cnnn2)c1	-48.7%[inhibitor]	-11.0%	19.9%	-26.8%	5.5%	7.9%	i	-0.1%	3.6%
CC1CCc2onc(C(=O)N3CCN(c4cccc(Cl)c4)CC3)c2C1 (configuration not stated)	/	/	-2.6%	?	-0.9%	0.3%	/	0.2%	/
